CHRM5 antagonist: blocks acetylcholine activation of human M5 receptor | P08912 | CHO-hM5 cells, Fluo-8 calcium fluorescence, ACh EC80 | inhibition, % at 3 µM | 360,000 compounds, 0.59% hits | AID 624040;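 active = inhibition above a per-plate cutoff, the mean of that plate's test compounds plus 3 SD, cut at about 27% in these data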;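 note: 0% = acetylcholine EC80 with DMSO and 100% = DMSO without agonist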
Target sequence (P08912 whole entry, looked up): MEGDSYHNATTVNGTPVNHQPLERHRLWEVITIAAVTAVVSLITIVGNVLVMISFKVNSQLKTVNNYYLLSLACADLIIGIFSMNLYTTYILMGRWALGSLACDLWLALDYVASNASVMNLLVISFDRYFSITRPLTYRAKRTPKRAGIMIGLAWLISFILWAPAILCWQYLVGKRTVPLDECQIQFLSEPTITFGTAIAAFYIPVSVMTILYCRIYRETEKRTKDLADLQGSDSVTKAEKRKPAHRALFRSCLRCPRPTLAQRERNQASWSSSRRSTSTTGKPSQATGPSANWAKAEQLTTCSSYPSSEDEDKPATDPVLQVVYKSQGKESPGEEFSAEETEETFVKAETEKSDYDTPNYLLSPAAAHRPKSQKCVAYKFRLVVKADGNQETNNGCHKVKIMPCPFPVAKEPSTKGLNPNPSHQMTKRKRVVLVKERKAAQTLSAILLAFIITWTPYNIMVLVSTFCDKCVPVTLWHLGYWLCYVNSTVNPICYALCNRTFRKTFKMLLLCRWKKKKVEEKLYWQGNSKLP
M5 ag: agonists of human muscarinic M5 receptor (CHRM5). P08912. CHO-K1 hM5 cells, Fluo-8 calcium fluorescence; 0% DMSO wells, 100% maximal acetylcholine response. activation, % at 3 µM. 360,000 compounds, 0.19% hits. AID 624037;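 active = activation above the run's mean over test compounds plus 3 SD, cut at about 23% in these data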;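 note: signal is peak over basal fluorescence ratio across the kinetic read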
CHRM5 PAM: positive allosteric modulators of human muscarinic M5 receptor. CHO-K1 hM5, Fluo-8 calcium, ACh EC20 PAM; 0% = ACh EC20, 100% = ACh EC100. 360,000 compounds, 0.3% hits. P08912. activation, % at 3 µM;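 active = activation above the run cutoff, the mean activation of all test compounds plus 3 SD, cut at about 18% in these data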
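System: CHO-K1 hM5 cells. Reagent: acetylcholine, EC20 level. Compound dosing: single dose, 3 µM nominal final test concentration. Timing: Post-acetylcholine fluorescence recording 140 s. Detection: Fluo-8 calcium fluorescence. Read-out: % activation, ACh-normalized. Benchmarks: ACh EC20 and EC100 wells. Repeats: singlicate, one well per test compound.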
CHRM4 antagonist: blocks acetylcholine activation of human M4 receptor; inhibition, % at 3 µM; 360,000 compounds, 0.73% hits; AID 624125; CHO-hM4 cells, ACh EC80, Fluo-8 calcium fluorescence;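 active = inhibition above its plate's cutoff, the mean inhibition of sample wells plus 3 SD, cut at about 27% in these data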;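 note: 0% = acetylcholine EC80 with DMSO and 100% = DMSO without agonist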
Target sequence (P08173 whole entry, looked up): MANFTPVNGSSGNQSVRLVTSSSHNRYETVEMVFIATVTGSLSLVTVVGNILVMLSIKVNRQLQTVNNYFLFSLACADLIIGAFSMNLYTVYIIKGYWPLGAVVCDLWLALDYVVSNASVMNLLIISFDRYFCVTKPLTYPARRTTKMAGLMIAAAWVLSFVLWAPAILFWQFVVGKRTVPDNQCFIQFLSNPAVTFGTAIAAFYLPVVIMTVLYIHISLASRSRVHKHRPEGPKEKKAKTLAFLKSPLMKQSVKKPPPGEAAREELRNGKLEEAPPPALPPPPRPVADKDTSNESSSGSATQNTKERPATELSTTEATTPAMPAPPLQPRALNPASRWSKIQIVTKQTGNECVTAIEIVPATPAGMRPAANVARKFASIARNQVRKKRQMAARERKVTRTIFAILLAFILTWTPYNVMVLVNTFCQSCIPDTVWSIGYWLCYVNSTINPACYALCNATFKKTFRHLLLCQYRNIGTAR
CRFBP-R2 agonist: CRF-BP/CRF-R2 complex agonism; 350,000 compounds, 0.46% hits; HEK293 CRF-R2/CRF-BP, calcium dye fluorescence (FLIPR); percent of saturating CRF peptide response; AID 588473; activation, % at 13.2 µM;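 active = activation of at least 50%, plus an integration ratio under a set limit after plate pattern correction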;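 note: plate controls were neutral control wells without compound for no effect and CRF at EC100 for full effect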
CRFR2-BP antag: antagonists of CRF-binding protein/CRF-R2 receptor complex; 350,000 compounds, 0.59% hits; inhibition, % at 11.8 µM; HEK293 CRF-R2/CRF-BP, CRF-induced calcium fluorescence;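 active = inhibition of the ligand-induced calcium signal above about 50% at the single tested concentration, limit read from the data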
CHRM4 PAM: positive allosteric modulators of human muscarinic M4 receptor; P08173; CHO-K1 hM4/Gqi5, Fluo-8 calcium fluorescence, ACh EC20; 0% = ACh EC20, 100% = maximal ACh; activation, % at 3 µM; 360,000 compounds, 0.4% hits; AID 624126;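 active = activation above its plate's cutoff, the mean activation of sample wells plus 3 SD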; note: some results filed as inactive read as strong as hits
M4 ag: CHRM4 agonism in calcium assay. P08173. CHO-K1 hM4/Gqi5, Fluo-8 calcium fluorescence; vehicle 0%, full acetylcholine response 100%. activation, % at 3 µM. 360,000 compounds, 0.14% hits. AID 624127;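 active = activation above the run mean over all test wells plus 3 SD, cut at about 32% in these data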;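 note: peak over basal fluorescence ratio per well then scaled between controls; 0% = DMSO wells and 100% = acetylcholine at EC100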
M1 PAM: human CHRM1 positive allosteric modulation | P11229 | CHO-K1 hM1, Fluo-8 calcium fluorescence, ACh EC20; 0% = ACh EC20, 100% = maximal ACh | activation, % at 3 µM | 360,000 compounds, 0.088% hits; in the data active = activation above about 19%, passing the limit was not always enough
Active calls of the source: *; . = not tested or not shown.

Start of the data: the first 4 records as a preview:
SMILES	CHRM5 antagonist	M5 ag	CHRM5 PAM	CHRM4 antagonist	CRFBP-R2 agonist	CRFR2-BP antag	CHRM4 PAM	M4 ag	M1 PAM
CCc1ccc2c(COC(=O)C3CC(=O)N(CCc4ccccc4)C3)cc(=O)oc2c1 (stereo not given)	6	-2	-4	0	-3.0	-1	-1	2	5
CCC(=O)NC(c1cccs1)c1cc([N+](=O)[O-])c2cccnc2c1OC (stereo not given)	-11	1	7	-8	.	.	-1	0	7
Nc1ccc2c(c1)sc1ccccc12	-4	-4	7	5	1.9	0	-1	2	4
O=C(NCc1ccccc1)C(C1CC1)n1c(-c2cccs2)nc2ccccc21 (stereo not given)	4	-2	0	1	.	.	7	2	.

Main list, from the first entry:
SMILES	CHRM5 antagonist	M5 ag	CHRM5 PAM	CHRM4 antagonist	CRFBP-R2 agonist	CRFR2-BP antag	CHRM4 PAM	M4 ag	M1 PAM
CCc1ccc2c(COC(=O)C3CC(=O)N(CCc4ccccc4)C3)cc(=O)oc2c1 (stereo not given)	6	-2	-4	0	-3.0	-1	-1	2	5
CCC(=O)NC(c1cccs1)c1cc([N+](=O)[O-])c2cccnc2c1OC (stereo not given)	-11	1	7	-8	.	.	-1	0	7
Nc1ccc2c(c1)sc1ccccc12	-4	-4	7	5	1.9	0	-1	2	4
O=C(NCc1ccccc1)C(C1CC1)n1c(-c2cccs2)nc2ccccc21 (stereo not given)	4	-2	0	1	.	.	7	2	.
Cc1cc(C)c2c3c(sc2n1)C(=O)N(c1ccccc1C)CC(=O)N3	2	3	1	-4	0.3	7	-24	7	3
CCCCN1C(=N)N([C@@H](C)CN2CCC[C@H]2CN2C(N)=NC[C@H]2CC(C)C)C[C@H]1Cc1ccccc1	33*	-12	-16	2	-1.0	17	-7	-1	-4
Cc1ccc(S(=O)(=O)NC(C)C(=O)NC(C)c2cccs2)cc1 (stereo not given)	-7	0	3	-11	-1.6	5	1	2	8
COCCN(CC(=O)Nc1cccc(C)c1C)C(=O)CN1C(=O)NC2(CCCCC2)C1=O	9	-2	-5	-19	0.9	2	8	1	4
FC(F)(F)c1cc(-c2ccco2)nc(NCc2ccco2)n1	-2	-1	2	4	2.8	-31	9	1	7
CCCC(=O)Nc1ccc(C)c(O)c1	12	-1	0	8	0.2	21	6	0	10
CN(c1ccccc1)S(=O)(=O)c1ccc(Cl)c(C(=O)NCCc2c[nH]c3ccccc23)c1	1	-2	-7	-4	-3.2	5	-9	5	-9
O=C(O)c1cccc(NS(=O)(=O)c2ccc3c4c(cccc24)C(=O)N3)c1	-7	-1	7	-9	-0.5	-5	6	2	26
CCOc1ccc(-n2c(-c3ccco3)nc3c(cnn3-c3ccc(C)cc3)c2=O)cc1	1	1	1	9	2.6	7	-1	0	1
COc1ccc(CNC(=O)CN(Cc2ccccc2Cl)C(=O)c2csnn2)cc1	13	0	-6	-9	-0.4	4	2	6	3
COc1ccc(NC(=O)NNC(=O)c2cc3ccccc3cc2O)cc1	5	-3	-1	-1	-0.6	6	-2	0	-3
Cc1ccc2c(n1)CC(C)(C)C/C2=N\O	3	-13	0	2	0.8	-6	-1	1	7
C[C@H]1O[C@H](O[C@H]2[C@H](O[C@@H]3CC[C@@]4(C)C(CC[C@]5(C)C4CC=C4[C@@H]6CC(C)(C)CC[C@]6(C(=O)O[C@@H]6O[C@H](CO)[C@@H](O)[C@H](O)[C@H]6O)CC[C@]45C)C3(C)C)O[C@H](C(=O)O)[C@@H](O)[C@@H]2O)[C@@H](O)[C@@H](O)[C@@H]1O (stereo not given in full)	4	1	-1	2	7.0	-10	0	1	9
COc1ccc(C(=O)Nc2cc(OC)c(Cl)cc2OC)cc1	17	-6	-2	0	0.5	-9	0	0	8
CCC(C)NC(=O)c1ccccc1SC (stereo not given)	-9	-3	1	-24	2.6	3	13	2	4
Clc1ccc(CSc2nnc(-c3ccncc3)o2)c(Cl)c1	0	2	-8	14	-0.2	-35	32*	0	11
Cc1cc(C)c2c(NC(=S)NC(=O)c3ccccc3)nn(C)c2n1	3	2	-1	-2	-0.8	11	2	0	5
Cc1nnnn1CC(=O)Nc1cccc([N+](=O)[O-])c1	3	0	4	-6	1.1	9	-2	1	9
Cn1nnnc1SCC(=O)N1c2ccccc2Sc2ccccc21	13	-5	-33	11	0.6	7	-13	11	-10
Cn1c(CO)nc2c3ccccc3ccc21	13	0	2	-4	-2.2	-13	-13	1	13
O=c1[nH]c(=O)n(Cc2ccco2)c2c1C(C(F)(F)F)(C(F)(F)F)N=C(C1CCCCC1)N2	-2	-5	3	-1	0.9	14	-2	0	6
COCCN=C1NN=C(c2ccc(NC(C)=O)cc2)CS1	-7	2	6	11	-0.9	4	-7	1	1
c1ccc(NC2=NCCN2CCCC2CCCC2)cc1	12	-11	-7	5	-0.3	-7	-5	3	-5
COC(=O)c1c(NC(=O)c2ccco2)sc(C(=O)Nc2ccc(F)cc2)c1C	-7	1	-1	-2	0.1	-3	6	1	7
CCOC(=O)Cc1nnc(NC(=O)CC)s1	-2	-3	0	-3	2.3	0	10	0	6
CCOc1ccc(NS(=O)(=O)c2ccc(C(=O)N(C)CC(=O)Nc3ccc(OC)cc3)cc2)cc1	-7	-3	1	-1	-0.4	-4	4	1	6
CC(C)c1ccc(CN(C(=O)c2cccs2)C2CCS(=O)(=O)C2)cc1 (stereo not given)	11	-5	-2	1	-0.2	-5	-5	1	0
CCOc1ccccc1-c1noc(CCC(=O)NC2CCCCC2)n1	10	-3	-1	-4	-1.9	-3	2	2	5
O=S(=O)(Cc1ccc(Cl)cc1)c1ncc(CO)n1Cc1ccccc1	14	3	-7	3	0.5	-55	-6	6	1
O=C(NC1CCCCCC1)C1CCN(C(=O)c2ccc(Br)cc2)CC1	-9	1	4	10	0.4	-18	-3	1	2
CN(C)CCNC(=O)CNC(=S)N(CCCN1CCOCC1)Cc1cccs1	2	-3	8	-8	0.4	6	1	0	6
COc1cc(/C=N/NC(=O)CC2(C)OCCCO2)ccc1OCc1ccc(Cl)cc1Cl	12	-6	-12	0	-0.5	6	-6	4	-7
O=C(CCCc1c[nH]c2ccccc12)N1CCOCC1	-3	0	4	1	-2.9	11	4	0	6
CN(C)c1ccc(C(=O)NCc2ccc3c(c2)OCO3)cc1	4	-1	1	-10	-1.6	16	4	0	12
Cc1ccc(C2C(C#N)=C3N=C(N)c4ccccc4N3C3=C2C(=O)CCC3)cc1 (stereo not given)	5	6	7	-1	-0.2	45	9	2	14
CN(C)/C=N/c1nc2nccc(-c3ccc(Cl)cc3)n2n1	2	-4	-7	-6	1.6	-24	5	-1	12
O=S(=O)(c1ccccc1)N1CCC(O)(CSc2ccccc2)CC1	3	2	0	-5	2.7	-46	6	7	-1
Cc1ccc(NC(=O)C(=O)NCc2ccc(/C=C(/C#N)C(=O)NCc3cccnc3)o2)cc1C	-3	-2	3	-4	-1.2	-15	10	3	-10
COc1ccc(C(=O)/C=C\c2ccc(NC(=O)c3cccs3)cc2)cc1	-4	-1	-3	17	1.1	-13	-12	3	0
CC(=O)N1CC2(NC(=O)c3ccccc3N2)c2ccccc21 (stereo not given)	0	0	-1	-8	0.0	2	6	1	0
C=CCN1C(=O)/C(=C2/Sc3ccccc3N2CCCS(=O)(=O)O)SC1=S	11	1	1	0	5.4	6	14	1	6
COc1ccc(S(=O)(=O)N2CCNCC2)cc1OC	3	-4	-9	-1	0.3	-5	-1	1	4
O=c1[nH]c2ccc(NS(=O)(=O)c3ccc4ccccc4c3)cc2[nH]1	-3	-4	2	11	1.8	8	-5	0	0
Cc1cc(-c2nnc(CCC(=O)NCc3ccc(OC(F)(F)F)cc3)o2)no1	-2	-6	0	-21	-2.0	11	2	-1	8
Cc1ccc(OCc2nc(-c3ccccc3)no2)c(C)c1	4	1	-10	10	3.0	-36	13	-1	1
COc1ccc(C)cc1C(=O)C1CC(C(=O)O)C(C)(C)C1C (stereo not given)	-1	-2	2	7	0.5	1	20	0	9

Additional records follow.
SMILES	CHRM5 antagonist	M5 ag	CHRM5 PAM	CHRM4 antagonist	CRFBP-R2 agonist	CRFR2-BP antag	CHRM4 PAM	M4 ag	M1 PAM
COc1cccc(C(=O)OCC(=O)Nc2ccc3c(c2)OCCO3)c1	0	5	1	0	-0.2	-4	-1	3	3
O=C(NCCCN1CCCC(O)C1)c1cc(COc2ccc(F)cc2F)on1 (stereo not given)	11	-5	0	1	-0.4	-19	4	0	11
O=C(c1ccc2ccccc2n1)N1CCN(S(=O)(=O)c2ccccc2)CC1	7	-9	-15	-8	-0.1	9	0	7	5
O=C(O)C(Cc1c[nH]c2ccccc12)N1C(=O)c2ccccc2C1=O (stereo not given)	6	3	0	-6	-0.1	-5	9	1	10
O=C(CN(c1ccc(F)cc1)S(=O)(=O)c1ccc2c(c1)OCCO2)Nc1ccc2c(c1)OCO2	1	-1	-15	-7	1.2	-7	-6	8	-2
Cc1cc(C(=O)N/N=C/c2ccc(O)c([N+](=O)[O-])c2)c(C)n1-c1ccc(F)cc1	20	-8	-11	-7	-1.1	33	12	-2	3
O=c1cc(C=NNc2ccc([N+](=O)[O-])cc2)[nH]c(=O)[nH]1	13	0	-5	-9	-0.6	-4	12	2	8
Cc1cc(S(=O)(=O)NCC(=O)O)ccc1F	2	0	-7	-1	-1.4	5	-1	0	4
O=C(CSc1nnc(-c2ccncc2)n1CCc1ccccc1)NCc1ccccc1	-1	-8	1	0	-1.5	-24	-3	1	4
COc1ccccc1N(C)S(=O)(=O)c1ccc(C(=O)NCc2ccccc2CN2CCCC2)cc1	3	-9	-15	8	-0.1	-8	-6	7	-14
CCN(c1ccccc1)S(=O)(=O)c1ccc(OC)c(NC(=O)c2cc(F)c(F)c(F)c2F)c1	14	3	-9	-6	3.8	0	7	0	8
O=C(Cc1ccccc1)NN1C(=O)C2C3C=CC([C@@H]2C1=O)C31CC1 (stereo not given in full)	-4	-3	3	-13	-2.3	1	4	1	-3
COc1ccccc1NC(NC(=O)c1ccccn1)C(Cl)(Cl)Cl (stereo not given)	2	-2	8	3	-0.9	15	12	1	-2
Cc1ccc(C(=O)O/N=C(\N)Cc2ccc([N+](=O)[O-])cc2)c(Cl)c1	4	2	3	-2	-1.3	9	-1	0	0
COC(=O)CC1COc2ccccc2N1C(=O)c1ccc(Br)cc1 (stereo not given)	5	-7	7	-6	-1.5	6	3	1	9
Cc1ccc(S(=O)(=O)N(C)C)cc1NC(=O)CCNC(=O)c1ccco1	11	0	4	9	2.0	0	-8	-1	-1
Cn1c(N2CCCC2)nc2c1c(=O)n(Cc1ccc(Cl)cc1)c(=O)n2C	8	1	-3	-9	1.4	-34	2	1	-3
NC(=O)c1sc2nc3c(c(-c4ccc(Cl)cc4)c2c1N)CCCC3	3	-1	-1	-2	0.9	-32	4	2	12
CCOC(=O)N1CCN(Cc2nc3ccc([N+](=O)[O-])cc3c(=O)n2-c2ccccc2F)CC1	24	2	-9	14	0.2	-11	-9	15	-6
C[C@H](NC(=O)c1nc[nH]c1C(=O)N[C@@H](CCCCN)C(=O)OC(C)(C)C)C(=O)OCc1ccccc1	11	-1	-1	5	-0.4	-8	4	1	2
O=C(c1nc2ccccc2s1)N1CCN(c2ccccn2)CC1	3	-7	-26	-6	-1.8	-14	-1	9	-7

Screens deposited in PubChem BioAssay by several laboratories.

This is a random part of the collection, and some 2.6% of all compounds hit somewhere here.
